LDHA inh: inhibitors of human lactate dehydrogenase A | P00338 | purified LDHA, NADH/diaphorase-resazurin fluorescence; hits give low values | activity change, % (values are at about 110 or 230 µM) | actives 0.15% (n = 480,000) | AID 1347041; in the data active = activity change below about -30%; inconclusive = mostly about -25% to -30%;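 note: plate controls were DMSO wells for no effect and wells without enzyme for full effect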
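Resorufin fluorescence (ex540/em590), read at 0 and 20 min after diaphorase/resazurin addition, reports the NADH left after a 5 min room-temperature reaction of 2 nM human LDH5 with 0.06 mM NADH and 0.2 mM pyruvate.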
D1 ag: agonists of human D1 dopamine receptor; P21728; HEK293 T-REx D1 cells, calcium flux, agonist mode; activation, % at 2 µM; actives 1% (n = 360,000); in the data active = activation above about 30%; note: 0% is about no effect
Target sequence (P21728 whole entry, looked up): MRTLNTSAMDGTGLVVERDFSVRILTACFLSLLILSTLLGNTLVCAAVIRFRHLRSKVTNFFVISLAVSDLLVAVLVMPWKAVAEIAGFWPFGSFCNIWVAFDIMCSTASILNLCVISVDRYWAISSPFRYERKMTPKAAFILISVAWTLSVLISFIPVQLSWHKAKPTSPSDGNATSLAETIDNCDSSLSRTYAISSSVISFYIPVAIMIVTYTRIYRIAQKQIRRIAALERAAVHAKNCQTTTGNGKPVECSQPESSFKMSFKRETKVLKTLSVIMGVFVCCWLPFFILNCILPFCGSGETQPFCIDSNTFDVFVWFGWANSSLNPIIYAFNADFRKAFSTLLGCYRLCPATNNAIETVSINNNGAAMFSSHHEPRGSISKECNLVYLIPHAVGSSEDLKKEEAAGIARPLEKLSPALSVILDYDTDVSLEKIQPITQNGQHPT
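Tetracycline-induced HEK293 TREx D1 cells, force-coupled to calcium signalling, were dye-loaded with a no-wash calcium kit. Compound was pin-added after a 10 s baseline. Fluorescence was read kinetically at 1 cycle/s for 180 s, with calcium rises flagged as agonism.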
RXFP1 ag: RXFP1 (human) receptor agonism. Q9HBX9. HEK293T-RXFP1 cAMP TR-FRET, 30 min; response scale: percent of porcine relaxin response, buffer zero. Potency, µM (top dose mostly 57.5 µM), for the others: at the highest dose activation, most hits filed as activators. actives 0.3% (n = 370,000). AID 2676; note: potency is the fitted concentration of half-maximal effect; % is set by controls: 0 for no effect and ±100 for the full control effect; nearly all actives have a fitted effect of over 60% in size; many of its hits are not listed in these tables
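Agonist response is measured as cAMP accumulation in an RXFP1-transfected HEK293T line under PDE4 inhibition. Values are scaled between buffer-only and 29 nM porcine relaxin, and EC50s come from standard Hill equation fits.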
D2 potentiator: positively modulates the human D2 dopamine receptor allosterically | P14416 | HEK293 T-REx D2, calcium flux, EC20 dopamine potentiation | potentiation, % at 10 µM | actives 0.34% (n = 340,000);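 active = potentiation over 3 SD above the plate norm, cut at about 30% in these data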; note: 0% is about no effect
Target sequence (P14416 whole entry, looked up): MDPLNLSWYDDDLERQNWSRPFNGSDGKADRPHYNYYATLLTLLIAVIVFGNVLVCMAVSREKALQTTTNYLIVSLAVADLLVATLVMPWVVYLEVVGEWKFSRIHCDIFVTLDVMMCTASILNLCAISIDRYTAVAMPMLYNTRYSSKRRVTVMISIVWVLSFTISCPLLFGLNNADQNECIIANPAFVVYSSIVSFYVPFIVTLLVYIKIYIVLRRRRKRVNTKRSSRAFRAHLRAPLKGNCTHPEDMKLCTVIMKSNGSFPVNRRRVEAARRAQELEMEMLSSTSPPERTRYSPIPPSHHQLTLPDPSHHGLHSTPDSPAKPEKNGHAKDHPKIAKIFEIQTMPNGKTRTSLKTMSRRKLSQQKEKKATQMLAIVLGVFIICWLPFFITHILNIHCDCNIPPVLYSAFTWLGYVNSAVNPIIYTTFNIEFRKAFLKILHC
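Calcium flux readout, no-wash dye, 1 read/s. Inducible HEK293 Trex D2 line, overnight 30 C. Compound alone 180 s (agonist flags), then EC20 dopamine, another 180 s to score potentiation.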
Vif-APOBEC3F blk: blocks the Vif interaction with APOBEC3F | Potency, µM (highest dose often 46.1 µM), inactives show top-dose activity, negative = active | AID 602313 | HeLa A3F-eYFP + Vif (tagged APOBEC3F with the HIV-1 protein that degrades it), YFP fluorescence increase | actives 0.2% (n = 390,000); note: potency is the fitted concentration of half-maximal effect; % of control where 0% means no effect; nearly all actives have a fitted effect of over 65% in size
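HeLa cells stably expressing Vif plus C-terminally eYFP-tagged A3F were seeded, incubated overnight at 37 deg C, dosed with compound, incubated overnight again at 37 deg C. Yellow fluorescence (Ex 488/Em 500-530) reported blocked Vif-mediated A3F-eYFP degradation.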
D1 antag: blocks dopamine activation of the human D1 receptor; P21728; activity change, negative = inhibition, % at 10 µM; AID 504652; HEK293 TREx D1 cells, calcium flux, dopamine EC80; hits give low values; actives 3.2% (n = 360,000); in the data active = activity change below about -30%; note: % is set by controls: 0 for no effect and ±100 for the full control effect
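Allosteric or orthosteric antagonism assessed as attenuation of the calcium response to EC80 dopamine, added 180 s after compound, in induced HEK293 Trex D1 cells loaded with no-wash calcium dye.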
D1 PAM: human D1 dopamine receptor positive modulation | potentiation, % at 10 µM | AID 504651 | actives 0.036% (n = 360,000) | HEK293 TREx D1 cells, calcium flux, dopamine EC20 potentiation; in the data active = potentiation above about 30%; note: 0% is about no effect
Vif-APOBEC3G blk: Vif-A3G binding inhibition | Q9HC16 | HeLa A3G-eYFP + Vif (tagged APOBEC3G with the HIV-1 protein that degrades it), YFP fluorescence, overnight | Potency, µM (titrated, usually from 46.1 µM), without a hit: top-dose activity, negative = active, usual class: inhibitors | actives 0.076% (n = 410,000);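 note: potency is the fitted concentration of half-maximal effect; % is set by controls: 0 for no effect and ±100 for the full control effect; nearly all actives have a fitted effect of over 60% in size; hits raise eYFP signal because A3G escapes Vif-driven loss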
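HeLa cells stably expressing Vif and C-terminally eYFP-tagged A3G, seeded overnight at 37 deg C, then exposed to compound by pintool overnight at 37 deg C. Rise in yellow fluorescence (Ex 488/Em 500-530, Acumen) marks blocked Vif-driven A3G degradation.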
Glioma ERSR ind: ER stress response induction in glioma. Potency, µM, for the others: at the highest dose activation, most hits filed as activators. AID 602332. actives 0.02% (n = 420,000). U87-MG GRP78 promoter luciferase reporter, 16 h; note: potency is the fitted concentration of half-maximal effect; series mostly up to about 76 µM; % of control where 0% means no effect; nearly all actives have a fitted effect of over 35% in size
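Stably transfected U87-MG human glioma cells carrying a GRP78-based luminescent sensor were seeded at 1000 cells/well, pin-dosed with compounds and incubated 16 h. Luciferase reagent was then added, and end-point luminescence was read after 10 min at room temperature.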
* marks the source's active call; other numbers are inactive results; u = inconclusive; x = no result given; & = joins results of further samples. Unless noted, calls come from the whole dose curve; as a rule, active = well fitted curve in the direction sought with a large enough effect; inconclusive = small, poorly fitted or top-dose-only effect, or another doubt; inactive = no such curve, though single readings can be large; an effect the other way counts as inactive or inconclusive. Only part of the results is shown; count on the stated rates, not on these rows.

SMILES	LDHA inh	D1 ag	RXFP1 ag	D2 potentiator	Vif-APOBEC3F blk	D1 antag	D1 PAM	Vif-APOBEC3G blk	Glioma ERSR ind
Cc1ccc(-c2nc(CN(Cc3c(C)nn(C)c3C)C(C)C)c(C)o2)o1	0.3	2.3	-0.4%	-1.5	16.0%	-1.9	-3.9	0.9%	-4.6%
O=C(CN1C(=O)C(=O)N(C2CCCC2)C1=O)Nc1ccc(Cl)cc1C(F)(F)F	-0.4	0.7	1.6%	-5.5	-0.6%	-10.8	4.0	-2.5%	-4.0%
COc1ccc(NC(=O)CSC2=Nc3ccccc3C3=NC(Cc4ccccc4)C(=O)N23)cc1 (configuration not stated)	2.4	10.8	2.1%	3.1	4.1%	-5.8	1.5	-3.5%	2.9%
Cc1ccc(NCc2nnc(SCC(=O)Nc3cccc(O)c3)n2CC2CCCO2)c(C)c1 (configuration not stated)	1.2	1.9	-0.9%	-16.6	8.2%	-21.2	1.5	0.5%	-3.9%
Cc1ccc(CNC(=O)C2CCN(c3nc4ccccc4n(C)c3=O)CC2)cc1	-2.6	0.1	u	1.0	-0.6%	-10.5	4.5	-2.6%	3.7%
CCCCNC(=O)CN1C(=O)NC2(CCCc3ccccc32)C1=O (configuration not stated)	-3.7	0.1	-0.3%	3.0	-21.8%	-11.5	-1.8	1.7%	-3.9%
O=C(COC(=O)/C=C/c1cn(-c2ccccc2)nc1-c1ccc2c(c1)OCCO2)NC1CCS(=O)(=O)C1 (configuration not stated)	-4.0	4.0	1.0%	5.1	-11.0%	-15.3	-2.0	-15.7%	-1.0%
O=C(NCc1ccccc1F)c1ccc(S(=O)(=O)Nc2cccc(C(F)(F)F)c2)cc1	-3.1	16.3	-0.7%	11.1	8.8%	-2.6	-11.6	-10.3%	-2.4%
Cc1ccc(-c2csc3ncnc(Sc4nnc(CN5CCCCCC5=O)o4)c23)cc1	-3.6	2.0	5.0%	9.5	1.9%	11.2	1.2	-24.2%	-15.5%
Cc1ccc(NNC(=O)c2ccno2)cc1C	-0.2	0.9	2.3%	-3.4	3.5%	4.8	-0.2	-8.7%	-0.7%
COc1ccc(S(=O)(=O)N2CCCCC2)cc1	-4.0	1.3	0.4%	-1.1	-12.7%	-10.2	-6.2	-1.3%	1.0%
COc1ccc2nc(NC(=O)c3ccc(-c4cccc([N+](=O)[O-])c4)o3)sc2c1	x	3.1	-0.3%	-0.5	x	6.4	-4.2	x	x
Cc1oc(-c2ccc(C(=O)NCc3ccccc3F)cc2)nc1COc1ccccc1	-14.5	10.9	-0.4%	2.5	-1.6%	-54.4*	-4.1	5.4%	-2.5%
CCC(=O)N(CC)c1nc(-c2ccc(OC)cc2)cs1	1.1	112.7*	-0.6%	3.0	5.1%	-47.1*	-0.8	-16.4%	6.4%
COc1cccc(C2Nc3cc(Cl)c(S(N)(=O)=O)cc3S(=O)(=O)N2)c1 (configuration not stated)	-9.8	-0.9	-0.2%	13.9	-7.2%	x	-2.5	-3.7%	-5.1%
COc1ccccc1NC(=O)c1c(Br)cnn1C	-14.0	1.5	0.5%	5.3	8.3%	-5.2	0.1	-11.2%	-4.3%
Cc1cccc(-n2c(=O)[nH]c3c(C(N)=O)nc(C(C)C)nc32)c1	5.4	-2.3	1.1%	22.6	0.5%	8.9	-1.9	1.7%	-3.9%
O=C(NCCNC(=O)c1ccc(-c2ccc(Cl)c(Cl)c2)o1)c1cnccn1	-7.1	-1.1	u	102.0*	-11.4%	2.3	10.9	-22.1%	3.0%
CN(C)c1cccc(NC(=O)CCc2ccccc2)c1	18.9	0.7	-1.3%	-10.4	1.4%	4.1	-2.9	-5.5%	5.5%
COc1cccc(OCc2cc(C(=O)N(C)Cc3nc4ccccc4[nH]3)no2)c1	-1.5	3.3	1.3%	0.1	1.5%	6.0	4.8	0.2%	6.6%
COc1ccc(-n2nc(C(=O)NCC(=O)N3CCOCC3)c3ccccc3c2=O)c(OC)c1	-3.2	-0.9	-1.1%	19.4	-11.5%	12.9	0.8	-2.8%	-1.5%
COC(=O)[C@H](Cc1ccccc1)NC(=O)Nc1ccc(S(N)(=O)=O)cc1	-2.2	2.6	2.6%	3.4	2.1%	-6.6	-4.5	0.7%	-6.3%
CCN(C(=O)COC(=O)CCCN1C(=O)c2cccc3cccc(c23)C1=O)C1CCS(=O)(=O)C1 (configuration not stated)	-7.1	1.0	1.8%	6.6	7.3%	2.8	-1.1	0.8%	-3.4%
COc1nc(OC)nc(Oc2ccc(Cl)cc2[N+](=O)[O-])n1	-4.7	2.2	0.2%	x	-4.3%	-6.4	-4.2	-2.9%	-3.0%
OC(CNCc1ccc(Cl)c(Cl)c1)c1ccccc1 (configuration not stated)	1.4	24.7	0.6%	0.4	11.3%	0.3	-3.2	-4.0%	0.1%

Laid out differently: two of the compounds above
Molecule | LDHA inh | D1 ag | RXFP1 ag | D2 potentiator | Vif-APOBEC3F blk | D1 antag | D1 PAM | Vif-APOBEC3G blk | Glioma ERSR ind
Cc1ccc(NNC(=O)c2ccno2)cc1C | -0.2 | 0.9 | 2.3% | -3.4 | 3.5% | 4.8 | -0.2 | -8.7% | -0.7%
COc1ccc(S(=O)(=O)N2CCCCC2)cc1 | -4.0 | 1.3 | 0.4% | -1.1 | -12.7% | -10.2 | -6.2 | -1.3% | 1.0%

Remaining list, next part.
SMILES	LDHA inh	D1 ag	RXFP1 ag	D2 potentiator	Vif-APOBEC3F blk	D1 antag	D1 PAM	Vif-APOBEC3G blk	Glioma ERSR ind
COc1ccccc1CC(=O)NC1CC1	-4.9	3.1	0.5%	10.5	3.8%	-2.2	-2.2	5.6%	-1.4%
CC1CCN(S(=O)(=O)N2CCC(C(=O)NCCN3CCOCC3)CC2)CC1	0.2	3.5	-2.5%	1.4	-0.4%	-2.3	-5.3	-0.1%	-0.1%
CN(C)C=Nc1ccc(Cl)c(Cl)c1	-8.8	2.6	-1.1%	-11.5	11.4%	-7.6	2.2	3.7%	1.2%
COCCOC(=O)C1=C(C)NC(=O)N(C(C)=O)C1c1ccc(Cl)cc1 (configuration not stated)	-2.0	15.9	-0.1%	3.7	0.0%	0.1	-2.0	-5.5%	-2.5%
CCN(c1ccccc1)S(=O)(=O)c1ccc(N)c(OC)c1	-2.2	2.0	4.3%	17.8	4.6%	7.9	-1.2	u	-5.3%
Cc1ccc2occ(/C=C/C(=O)O)c(=O)c2c1	-5.5	1.7	0.1%	0.6	2.8%	-6.9	3.5	-0.5%	-3.1%
COc1ccc(C(=O)Nc2ccccc2C(=O)NC(Cc2ccc(O)cc2)C(=O)NNC(=O)c2ccc(C)cc2)cc1 (configuration not stated)	-7.3	-0.1	8.6%	-6.7	10.3%	8.1	-1.6	-9.0%	-2.0%
O=C(NC1CCN(C(=O)Nc2ccc(F)cc2)CC1)c1ccc(F)cc1	-6.0	5.4	-0.5%	1.0	-16.3%	-22.1	-1.0	-1.5%	-3.1%
O=C(O)C1=C(C(=O)Nc2ccc(F)c(Cl)c2)CCCC1	3.6	2.2	-0.5%	x	-6.9%	-7.1	-5.1	-4.0%	-3.3%
CC(=O)N1N=C(c2ccccc2)CC1c1cccs1 (configuration not stated)	2.6	1.8	-3.2%	-1.5	-14.7%	9.6	-5.5	-4.3%	3.6%
Cc1c(C(=O)OC2CCCC2)[nH]c2c1C(=O)CC(c1ccc(C(C)(C)C)cc1)C2 (configuration not stated)	-4.9	3.4	5.7%	12.4	0.8%	-31.0*	1.5	2.5%	-1.9%
COc1ccc(-n2nc3cc(C)c(NC(C)=O)cc3n2)cc1	-3.8	2.6	5.5%	-3.4	-1.8%	4.1	-0.1	0.8%	-10.8%
Cc1nn(CCOc2ccccc2)c(=O)n1-c1ccccc1F	-6.1	1.9	0.6%	11.6	u	-11.9	1.6	-5.3%	4.2%
Cc1ccccc1NC(=O)C1Cc2ccccc2CN1C(=O)c1ccco1 (configuration not stated)	1.8	0.3	0.4%	x	-3.2%	-8.6	-5.0	0.6%	3.3%
CCCNC(=O)CN1C(=O)NC(CCc2ccccc2)C1=O (configuration not stated)	-11.6	2.3	-0.9%	-2.4	-10.8%	8.9	0.1	-0.2%	-0.8%
CCC(CO)NC(=O)c1ccccc1C(F)(F)F (configuration not stated)	-4.4	2.4	-1.2%	-6.4	-1.4%	-0.7	4.1	4.8%	0.9%
CC(C)(C)CC(=O)O/N=C(\N)c1ccncc1	1.3	0.3	-1.0%	2.7	5.7%	-2.1	5.4	3.8%	1.7%
COc1ccc(CNC(=O)COC(=O)c2nc3nc(C)cc(C)n3n2)cc1	-3.2	1.0	-0.1%	-4.1	-16.6%	-0.7	5.7	0.4%	-1.7%
Cc1cc2nc(-c3cc(NC(=O)c4cc5ccccc5o4)ccc3Cl)oc2cc1C	-10.3	0.4	6.8%	x	-0.2%	-19.9	-1.4	0.6%	1.0%
COc1ccc(S(=O)(=O)NCC(c2ccco2)N2CCOCC2)cc1 (configuration not stated)	-3.0&-8.7	6.9&-4.8	2.4%&-1.0%	11.1&14.8	-0.7%&-5.1%	-1.4	2.1&2.6	-5.5%&3.5%	-2.1%&-2.6%
COc1ccc(/C=C2\Sc3ccc(C(=O)N4CCCC4)cc3N(C)C2=O)cc1OC	1.4	0.5	2.9%	10.3	16.3%	-4.7	-2.5	11.3%	-2.6%

Complete entries, looked up by structure. Order of screens: LDHA inh | D1 ag | RXFP1 ag | D2 potentiator | Vif-APOBEC3F blk | D1 antag | D1 PAM | Vif-APOBEC3G blk | Glioma ERSR ind
COc1ccc(/C=C2\Sc3ccc(C(=O)N4CCCC4)cc3N(C)C2=O)cc1OC in the list: 1.4 | 0.5 | 2.9% | 10.3 | 16.3% | -4.7 | -2.5 | 11.3% | -2.6%
COc1ccccc1CC(=O)NC1CC1 in the list: -4.9 | 3.1 | 0.5% | 10.5 | 3.8% | -2.2 | -2.2 | 5.6% | -1.4%
